Screening results deposited in PubChem BioAssay by several laboratories.
FXIIa inh 1536: human FXIIa protease inhibitors, primary screen, biochemical, 1536-well. Coagulation factor XII (Homo sapiens), P00748. purified FXIIa, Boc-QGR-AMC fluorogenic substrate, 2 h. inhibition, % at 5 µM. 220,000 compounds, 0.3% hits. AID 800, 2007; in the data active = inhibition above about 40%;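 also: 0% = enzyme with no compound and 100% = blank without enzyme; many of its hits are not listed in these tables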
Wee1 degr inh: Wee1 degradation inhibitors, primary screen, cell-based, HeLa, Wee1K328M-luciferase, luminescence; Wee1-like protein kinase (Homo sapiens), P30291; reporter increase, % at 5 µM; AID 1321, 2008; HeLa Luc-Wee1K328M stability; 100% = proteasome inhibitor MG132 effect; 220,000 compounds, 1.2% hits;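 active = activation above the mean of all tested compounds plus 3 SD, set per screening run, cut at about 8.8% in these data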;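 also: cells exposed to compound for 20 h before luminescence read; 0% = DMSO alone and 100% = MG132 at 30 µM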
Rad51 HR inh: human RAD51 strand exchange inhibitors, primary screen, biochemical, fluorescence; hRad51 DNA strand exchange, fluorescence dequenching; inhibition, % at 10 µM; 200,000 compounds, 0.085% hits; AID 1385, 2008;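 active = inhibition above 40% at the single screening dose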;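 also: 0% = DMSO control wells and 100% = blanks with heterologous ssDNA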
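material = hRad51 filaments on single-stranded DNA | timing = filaments 15 min 37 °C, then compound 30 min | signal = FRET fluorescence dequenching, excitation 485 nm, emission 520 nm | benchmarks = control wells and blank wells on each plate | evaluation = percent inhibition relative to plate controls and blanks | compound = 10 µM final, single point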
Mdm2 ligase inh: MDM2-luciferase reporter signal enhancers, primary screen, MDM2 E3 ligase inhibitor project, cell-based, luminescence, 1536-well; signal enhancement, % at 5 µM; E3 ubiquitin-protein ligase Mdm2 (Homo sapiens), Q00987; 210,000 compounds, 0.11% hits; cell-based MDM2 ubiquitination luciferase reporter, 2 h; 0 = plate control, 100 = twice control, blank-subtracted; AID 1230, 2008;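 active = signal enhancement of 30% or more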;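 also: luminescence tracks abundance of the self-degrading MDM2-luciferase fusion protein; higher signal means inhibition of MDM2 E3 ligase activity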
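system = mammalian cells stably expressing self-ubiquitinating, self-degrading MDM2 E3–luciferase fusion | quantity = 2000 cells per well seeded | incubation = 4 h cell settling then 2 h compound exposure, 37 °C | signal = SteadyLite luminescence, 15 min reagent step | benchmarks = plate control and blank wells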
eIF4E-4G inh: eIF4E–eIF4G protein interaction inhibitors, primary screen, biochemical, uHTS, TR-FRET, eIF4GI fragment; 220,000 compounds, 0.37% hits; AID 782, 2007; Eukaryotic translation initiation factor 4E (Mus musculus) + Eukaryotic translation …; TR-FRET eIF4E-eIF4GI(517-606) binding, 2 h; inhibition, % at 21.7 µM;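 active = inhibition above about 30%, limit read from the data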;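 also: 0% = full FRET control wells and 100% = background wells lacking eIF4GI fragment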
FXIa inh: human FXIa protease inhibitors, primary screen, biochemical, 1536-well; purified FXIa, Boc-Glu-Ala-Arg-AMC fluorogenic substrate; inhibition, % at 5 µM; 220,000 compounds, 0.14% hits; AID 798, 2007;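 active = inhibition of at least 40%; inactive = inhibition below 40%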;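 also: fluorescence of freed AMC excited at 355 nm; 0% = enzyme without compound and 100% = no enzyme blank; many of its hits are not listed in these tables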
Target sequence (P03951 19-387 limits assumed): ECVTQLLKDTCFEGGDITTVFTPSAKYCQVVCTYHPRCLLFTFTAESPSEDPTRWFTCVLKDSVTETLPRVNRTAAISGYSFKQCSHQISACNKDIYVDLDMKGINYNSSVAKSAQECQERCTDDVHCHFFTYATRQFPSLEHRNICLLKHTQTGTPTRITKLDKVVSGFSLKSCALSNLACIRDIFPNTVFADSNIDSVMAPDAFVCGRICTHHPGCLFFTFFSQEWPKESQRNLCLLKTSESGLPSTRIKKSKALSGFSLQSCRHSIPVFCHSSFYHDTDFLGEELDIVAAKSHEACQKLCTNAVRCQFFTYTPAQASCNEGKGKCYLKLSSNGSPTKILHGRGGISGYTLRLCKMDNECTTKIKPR
Target sequence (P03951 388-625 limits assumed): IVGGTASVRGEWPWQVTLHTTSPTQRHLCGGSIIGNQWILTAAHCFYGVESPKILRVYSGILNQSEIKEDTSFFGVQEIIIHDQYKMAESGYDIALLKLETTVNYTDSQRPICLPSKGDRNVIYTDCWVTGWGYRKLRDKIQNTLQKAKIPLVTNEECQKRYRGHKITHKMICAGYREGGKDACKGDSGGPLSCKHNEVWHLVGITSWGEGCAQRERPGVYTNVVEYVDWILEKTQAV
14-3-3 Bad PPI: inhibitors of 14-3-3 zeta/Bad binding, primary screen, biochemical, TR-FRET, bovine 14-3-3 zeta | 220,000 compounds, 0.71% hits | inhibition, % at 21.7 µM | TR-FRET 14-3-3zeta/Dy647-pBad peptide displacement, 1 h;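 active = inhibition above about 70%, limit read from the data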;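 also: 0% = full 14-3-3 plus peptide FRET controls and 100% = background without 14-3-3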
Target sequence (P63103 whole entry, looked up): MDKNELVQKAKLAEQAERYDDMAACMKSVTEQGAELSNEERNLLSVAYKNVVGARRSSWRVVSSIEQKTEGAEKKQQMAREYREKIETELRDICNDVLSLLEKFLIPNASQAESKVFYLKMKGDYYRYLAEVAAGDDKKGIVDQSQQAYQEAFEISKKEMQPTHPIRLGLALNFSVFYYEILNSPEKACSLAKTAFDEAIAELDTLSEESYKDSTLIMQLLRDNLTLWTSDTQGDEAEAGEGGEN
p97 inhibitor: inhibitors of human p97 ATPase, primary screen, biochemical. Transitional endoplasmic reticulum ATPase (Homo sapiens), P55072. recombinant p97 ATPase, Kinase-Glo ATP luminescence, 3 h. inhibition, % at 8 µM. 220,000 compounds, 0.42% hits. AID 1481, 2009; in the data active = inhibition above about 15%;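 also: 0% = DMSO vehicle and 100% = wells lacking enzyme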
KLK5 inh: human KLK5 protease inhibitors, primary screen, biochemical, 1536-well. Kallikrein-5 (Homo sapiens), Q9Y337. recombinant hK5, fluorogenic AMC substrate cleavage. inhibition, % at 5 µM. 210,000 compounds, 0.59% hits. AID 873, 2007;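 active = inhibition of 40% or more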;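 also: 0% = enzyme controls without compound and 100% = no-enzyme blanks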
* = called active by the depositor; · = not tested or not shown; [ ] = remark or other dose.

SMILES	FXIIa inh 1536	Wee1 degr inh	Rad51 HR inh	Mdm2 ligase inh	eIF4E-4G inh	FXIa inh	14-3-3 Bad PPI	p97 inhibitor	KLK5 inh
CCOc1ccc(NC2=C(Cl)C(=O)N(Cc3ccccc3)C2=O)cc1	1	2	-5	-11	0	1	5	2	3
Cn1c(=O)n(C)c2cc(S(=O)(=O)Nc3cc(Cl)ccc3O)ccc21	9	1	-11	-3	3	-2	-5	6	19
CCOC(=O)c1c(C)[nH]c(C(=O)CN2CCN(CC)CC2)c1C	3	1	10	-9	54*	-2	31	6	1
O=C(Cn1cnc2ccccc2c1=O)N1CCN(Cc2ccc3c(c2)OCO3)CC1	13	-1	·	-15	-23	-1	0	-4	-6
Cc1cccc(C)c1Nc1nnc(SC/C(O)=C(\C#N)c2nc3ccccc3[nH]2)s1	11	-1	-57	-2	8	10	-14	8	-12
COc1ccc(-n2cccc2C=O)cc1OC	9	-3	1	-15	3	13	2	-1	38
CN(C)C(=O)Nc1ccc(F)cc1F	-7	4	3	-13	2	-5	-6[fluorescence artefact?]	4	-7
CC(=O)Nc1ccc2c(c1)nc(CN1CCCC1)n2C	4	3	-3	·	1[fluorescence artefact?]	-6	-5[fluorescence artefact?]	-1	-6
Nc1nc(SCC(=O)c2ccc(Br)s2)n[nH]1	7	-3	-4	-11	-1	14	-11	6	9
CC(C)SCc1nc2ccccc2[nH]1	21	0	·	-12	-14	6	35	4	-10
COc1ccc2[nH]c(=O)c(CN(Cc3cccnc3)C(=O)Nc3ccccc3)cc2c1	-11	0	-4	-20	·	-10	·	-7	-16
CSc1cccc(NC(=O)CSc2ccc(C)cc2)c1	6	-2	10	-14	5	-2	-7	-1	4
COc1ccc(N2CCN(c3nc4ccc(C)cn4c(=O)c3C=O)CC2)cc1	8	4	9	-5	6	0	-5	-1	-2
Cc1cc(C)n2c(SCc3ccc(Cl)cc3Cl)nnc2n1	18	-3	15	-3	5	7	7	-5	6
CCOC(=O)C1(CCc2ccccc2)CCN(C(=O)C2CCCO2)CC1 (configuration not stated)	3	1	·	-11	2	-4	-3	-4	·
Cc1cc(N2CCC(C)CC2)c(F)cc1[N+](=O)[O-]	4	-1	-1	-12	3	6	3	0	0
Cc1ccc(-n2c([S-])c(C(=O)NC(C)c3ccccc3)[n+]3ccccc23)cc1 (configuration not stated)	11	1	8	-8	4	5	-3	3	2
Cc1ccc(C(=O)NC2(C(F)(F)F)NC(=O)N(c3ccc(Cl)cc3)C2=O)cc1 (configuration not stated)	0	-3	11	-3	6	-2	-2	-3	-10
COC(=O)c1ccc2nc(NC(=O)CSCC(=O)OCC(=O)c3ccccc3)sc2c1	9	-1	9	-2	3	6	-4	-1	-13
COC(c1ccccc1)c1c(-c2ccccc2)nn(C)c1Cl (configuration not stated)	21	-2	-6	-9	5	6	-7	-2	-4
CCCCn1c(N(CCOC(C)=O)C(C)=O)nc2ccccc21	5	1	-2	-13	2	0	-1[fluorescence artefact?]	-1	-15
CN(C)Cc1cc(O)c(CN(C)C)cc1O	2	2	-8	-5	16	2	9	-5	-3
COC(=O)c1ccc(N2C(=O)CC(N3CCN(C(=O)c4ccco4)CC3)C2=O)cc1 (configuration not stated)	-7	3	3	-20	1	-23	-10	5	-13
COc1ccc(C(=O)Nn2c(SCC(=O)NC3CCCCC3)nc3ccccc3c2=O)cc1	0	-3	1	-8	-14	-4	7	0	-4
Cn1ccc(-c2cc(C(=O)O)c3ccccc3n2)n1	4	1	14	8	3	-2	-9	4	-1
N#Cc1c2ccc(OCC(N)=O)cc2n2ccccc12	5	1	20	-6	4	-7	-7	2	-3
Cc1cc2nnc(SC3CCOC3=O)n2c2ccccc12 (configuration not stated)	10	-2	-6	4	2	3	-2[fluorescence artefact?]	0	5
Cc1cccn2cc(CNc3ccccc3)nc12	13	-1	-1	-16	10	-5	-5	1	-12
COc1ccc(C(=O)OCCNC(=O)c2ccncc2)cc1OC	13	1	-1	-9	-1[fluorescence artefact?]	4	16[fluorescence artefact?]	3	-4
COc1ccccc1-c1noc(-c2ccccc2C(=O)N2CCOCC2)n1	10	2	6	-21	-7	-5	-8	-5	-12
NS(=O)(=O)c1ccc(CNC(=O)c2csc3c2CCCC3)cc1	8	-2	5	-3	-1	-5	-2	-2	-2
O=C(Nc1ccc(-c2cn3c(n2)SCC3)cc1)c1ccc2c(c1)OCO2	-3	2	-4	-14	-6	2	-3	5	-2
CCNc1nc(NC(C)C)nc(SCCOc2ccc(C)cc2)n1	10	0	-4	-9	5	3	6	-5	3
CCc1nnc(NC(=O)CSc2nc3c(C)cccc3[nH]2)s1	9	-1	·	-3	0	0	-1	4	-7
CC(=O)c1cn(C)c(=O)c2ccccc12	10	1	9	-62	1	7	6	5	4
CN1CCN(CC2(O)CCN(S(=O)(=O)c3ccc(Cl)cc3)CC2)CC1	4	1	1	-9	1	-5	7	-3	-10
O=C1C2CCCN2C(c2ccco2)N1c1ccc(F)cc1 (configuration not stated)	-2	10*	-3	-13	2	0	5	-4	-10
CC1(C)OC(=O)C(=CNC(CCC(N)=O)C(=O)O)C(=O)O1 (configuration not stated)	19	-3	10	·	-12	16	12	3	30
Brc1ccc(Oc2nnnn2-c2ccccc2)cc1	1	-1	7	-6	1[fluorescence artefact?]	-4	2[fluorescence artefact?]	-5	1
CCOC(=O)Cc1csc(NC(=O)CSc2nnc(-n3nc(C)cc3C)c3ccccc23)n1	16	-2	-2	1	3	1	6	1	0
O=C(NC(=S)Nc1ccccc1N1CCCC1)c1ccc(-c2cccc([N+](=O)[O-])c2)o1	0	-1	-6	-4	-4[fluorescence artefact?]	-5	-18[fluorescence artefact?]	3	-11
Cc1cc(C)n(Cc2ccc(NC(=O)c3nn(C)cc3[N+](=O)[O-])cc2)n1	7	2	-8	-18	-18	1	-12	0	0
Cc1ccc(C)c(NC(=S)N2CCC(c3nc4ccccc4s3)CC2)c1	2	0	11	-20	3	8	-18	6	-20
Cc1cc(C)cc(N(CC(=O)NC2CCC(C)CC2)S(=O)(=O)c2c(C)[nH]c(=O)[nH]c2=O)c1 (configuration not stated)	4	1	-20	-11	5	-1	2	2	2
COc1cc(C(O)P(=O)(OC(C)C)OC(C)C)cc(OC)c1OC (configuration not stated)	7	0	-5	-5	-3[fluorescence artefact?]	0	-14	5	-5
CCCCn1c(N)c(N2CCOCC2)c(=O)n(CC(=O)NC(C)c2ccccc2)c1=O (configuration not stated)	10	2	7	-2	-5	1	-9	0	-4
CCOC(=O)C(NC(C)=O)(Nc1ccc(S(N)(=O)=O)cc1)C(F)(F)F (configuration not stated)	0	0	-2	-34	3[fluorescence artefact?]	-8	1	-3	11
Cn1c(C(C#N)C2=C(Cl)C(=O)N(c3ccccc3)C2=O)nc2ccccc21 (configuration not stated)	8	0	0	-11	-17	0	10	0	-4
COc1nc(NCC(C)C)nc(Oc2ccc(=O)n(-c3ccccc3)n2)n1	9	4	1	-8	0	3	2[fluorescence artefact?]	-8	-7
Cc1nn(CC(=O)Nc2ccc(C(=O)N3CCCC3)cc2)c(=O)c2ccccc12	3	-4	-1	-8	6	-4	-4	2	13
Next results
SMILES	FXIIa inh 1536	Wee1 degr inh	Rad51 HR inh	Mdm2 ligase inh	eIF4E-4G inh	FXIa inh	14-3-3 Bad PPI	p97 inhibitor	KLK5 inh
S=c1nc(-c2ccccc2Br)[nH][nH]1	28	2	2	·	-8[fluorescence artefact?]	11	7[fluorescence artefact?]	2	-27
CCOc1ccc(C(=O)Nc2ccc(NC(=O)c3cccs3)cc2)cc1[N+](=O)[O-]	5	1	3	-15	2	16	9	4	-7
C=CCNc1oc(Cc2cccc3ccccc23)nc1C#N	9	0	-7	-19	1	-3	10	2	-3
Cn1c(S(=O)(=O)Cc2ccc(Cl)cc2)nc2ccccc21	14	4	·	·	6	3	-4	1	·
OC(COc1ccc2ccccc2c1Br)Cn1ccnc1 (configuration not stated)	8	-1	1	-13	2	7	0	2	-12
CC(C)C(C(=O)O)N1C(=O)/C(=C/C=C/c2ccco2)SC1=S (configuration not stated)	17	-2	-43	-10	46*	27	71*[fluorescence artefact?]	19*	-39
Fc1cccc(/C=C2\CCCC3=C2NC(=S)NC3c2cccc(F)c2)c1 (configuration not stated)	2	-1	7	-13	4	4	-5	9	-8
CNC1=C([N+](=O)[O-])CC([N+](=O)[O-])=C(N2CCNCC2)N1C	13	1	0	-4	0	11	-3	-3	13
Cc1cc2cc(CNC(=O)c3ccc(Br)o3)ccc2[nH]1	12	·	5	-6	-15	3	-1	·	-4
Cc1cccc(NC(=S)NNC(=O)c2cccc([N+](=O)[O-])c2)c1	2	-2	5	-9	-5	10	-10	4	-10

The final 6 entries of the part before are carried over, then new ones follow:
SMILES	FXIIa inh 1536	Wee1 degr inh	Rad51 HR inh	Mdm2 ligase inh	eIF4E-4G inh	FXIa inh	14-3-3 Bad PPI	p97 inhibitor	KLK5 inh
OC(COc1ccc2ccccc2c1Br)Cn1ccnc1 (configuration not stated)	8	-1	1	-13	2	7	0	2	-12
CC(C)C(C(=O)O)N1C(=O)/C(=C/C=C/c2ccco2)SC1=S (configuration not stated)	17	-2	-43	-10	46*	27	71*[fluorescence artefact?]	19*	-39
Fc1cccc(/C=C2\CCCC3=C2NC(=S)NC3c2cccc(F)c2)c1 (configuration not stated)	2	-1	7	-13	4	4	-5	9	-8
CNC1=C([N+](=O)[O-])CC([N+](=O)[O-])=C(N2CCNCC2)N1C	13	1	0	-4	0	11	-3	-3	13
Cc1cc2cc(CNC(=O)c3ccc(Br)o3)ccc2[nH]1	12	·	5	-6	-15	3	-1	·	-4
Cc1cccc(NC(=S)NNC(=O)c2cccc([N+](=O)[O-])c2)c1	2	-2	5	-9	-5	10	-10	4	-10
CN(C)S(=O)(=O)c1cccc(NC(=S)N/N=C/C(c2ccccc2)c2ccccc2)c1	11	2	22	6	-17[fluorescence artefact?]	2	6	-4	-14
C=CCn1c(=NC(=O)c2ccc(S(=O)(=O)N3CCCc4ccccc43)cc2)sc2cc(S(N)(=O)=O)ccc21	8	1	-2	16	7[fluorescence artefact?]	9	-2	4	-7
Cc1cc(C)[n+]2[nH]c(N)c(N=Nc3ccccc3)c2n1	11	0	-6	-9	-2	6	4	0	-4
Cc1ccc(NC(=O)C(=Cc2ccc(C(=O)O)cc2)C(=O)Nc2ccc(C)cc2C)c(C)c1	5	1	3	-8	0	1	0	-6	0
Cc1ccc(S(=O)(=O)N(CC(O)CN2CCCC2)c2ccccc2)cc1 (configuration not stated)	6	0	-1	-5	2	4	8	5	10
